Rev-erbA mod = modulators of human Rev-erb alpha DNA binding | activity, % at 10 µM | Rev-erbα–FITC-DNA binding, fluorescence polarization, 90 min | P20393 | hit rate 0.79% among 370,000 | AID 1259318;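 active means activity above about 14%, limit read from the data; passing the limit was not always enough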;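 further: 0% = DMSO wells with 35 nM protein and 100% = DMSO wells with 750 nM protein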
Target sequence (P20393 whole entry, looked up): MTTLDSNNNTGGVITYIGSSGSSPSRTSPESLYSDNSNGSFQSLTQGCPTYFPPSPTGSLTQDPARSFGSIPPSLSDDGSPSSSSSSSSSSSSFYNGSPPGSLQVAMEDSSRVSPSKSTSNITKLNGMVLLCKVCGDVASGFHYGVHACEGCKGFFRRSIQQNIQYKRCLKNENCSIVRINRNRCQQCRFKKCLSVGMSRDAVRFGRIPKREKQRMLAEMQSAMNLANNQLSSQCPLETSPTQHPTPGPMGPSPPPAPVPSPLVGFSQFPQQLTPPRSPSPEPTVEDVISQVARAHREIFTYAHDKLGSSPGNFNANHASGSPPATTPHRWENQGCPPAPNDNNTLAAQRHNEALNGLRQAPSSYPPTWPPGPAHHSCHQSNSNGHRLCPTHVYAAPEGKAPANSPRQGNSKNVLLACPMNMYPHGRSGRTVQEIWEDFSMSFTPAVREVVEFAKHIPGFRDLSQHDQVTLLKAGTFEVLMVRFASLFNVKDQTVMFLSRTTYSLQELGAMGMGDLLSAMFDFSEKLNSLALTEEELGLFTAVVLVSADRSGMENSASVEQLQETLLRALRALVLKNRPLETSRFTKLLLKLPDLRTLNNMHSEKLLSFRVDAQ
FXN GAA850 act = increases GAA850 frataxin promoter reporter activity; activation, % at 6 µM; HEK293 lucGAA850 FXN promoter luciferase reporter, 24 h; percent of 10 µM SAHA response; hit rate 0.56% among 360,000;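 active means activation above the average of all compounds screened plus 3 SD, cutoff fixed separately per campaign, cut at about 7.5% in these data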;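 further: 0% = DMSO wells and 100% = 10 µM SAHA wells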
DAX1 inh-1 = blocks DAX1 repression of SF-1 activated StAR promoter; HEK293T StAR-luciferase reporter, SF-1/DAX-1 repression relief; inhibition, % at 6.8 µM; hit rate 1.1% among 370,000; AID 652010;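 active means inhibition above the mean over all tested compounds plus 3 SD, cut at about 3.6% in these data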;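 further: 0% = DAX-1 cells with DMSO and 100% = cells lacking DAX-1 with DMSO; higher inhibition means more luminescence from relief of DAX-1 repression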
DAX1 inh-2 = inhibits human nuclear receptor DAX1. P51843. HEK293 Gal4-DAX1 luciferase reporter, luminescence. inhibition, % at 6.75 µM. hit rate 0.99% among 340,000. AID 504766;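 active means inhibition above the mean over all tested compounds plus 3 SD, cut at about 4.2% in these data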;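 further: 0% = DAX1-transfected cells with DMSO and 100% = empty-vector control cells with DMSO; inhibition shows as a rise in luminescence from relieved DAX1 repression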
SMARCA2 act = activators of SMARCA2 function | MG213 cells, MMTV-luciferase reporter, dexamethasone, overnight | activation, % at 9.1 µM | hit rate 1% among 370,000 | AID 652017; in the data active means activation above about 7.8%;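 further: 0% = vehicle wells and 100% = reference activator wells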
PLCb3 inh = blocks human PLC-beta3 enzyme activity. Q01970. hit rate 0.18% among 370,000. inhibition, % at 12.2 µM. Purified PLC-beta3, fluorogenic substrate, fluorescence; in the data active means inhibition above about 11%;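 further: 0% = median of compound wells on plate and 100% = full blocker control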
ssDAF12 agonist = activators of S. stercoralis DAF-12 nuclear receptor; hit rate 1% among 370,000; AID 652126; HEK293 ssDAF-12/GRIP1 lit1-tk-luc reporter, luminescence; % of 3 µM dafachronic acid response; activation, % at 6.8 µM;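 active means activation above the mean over all tested compounds plus 3 SD, cut at about 0.9% in these data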;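 further: 0% = DMSO-only wells and 100% = 3 µM delta7-dafachronic acid wells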
sPLA2-III inh = Blocks human group III sPLA2 activity | AID 743126 | QFRET BODIPY PC-A2 liposome hydrolysis, fluorescence | inhibition, % at 12.2 µM | hit rate 0.56% among 370,000 | Q9NZ20;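 active means inhibition above mean plus 3 SD of compounds lying within the high and low control bounds, cut at about 19% in these data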;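 further: 0% = median of test compound wells and 100% = no enzyme DMSO wells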
Target sequence (Q9NZ20 whole entry, looked up): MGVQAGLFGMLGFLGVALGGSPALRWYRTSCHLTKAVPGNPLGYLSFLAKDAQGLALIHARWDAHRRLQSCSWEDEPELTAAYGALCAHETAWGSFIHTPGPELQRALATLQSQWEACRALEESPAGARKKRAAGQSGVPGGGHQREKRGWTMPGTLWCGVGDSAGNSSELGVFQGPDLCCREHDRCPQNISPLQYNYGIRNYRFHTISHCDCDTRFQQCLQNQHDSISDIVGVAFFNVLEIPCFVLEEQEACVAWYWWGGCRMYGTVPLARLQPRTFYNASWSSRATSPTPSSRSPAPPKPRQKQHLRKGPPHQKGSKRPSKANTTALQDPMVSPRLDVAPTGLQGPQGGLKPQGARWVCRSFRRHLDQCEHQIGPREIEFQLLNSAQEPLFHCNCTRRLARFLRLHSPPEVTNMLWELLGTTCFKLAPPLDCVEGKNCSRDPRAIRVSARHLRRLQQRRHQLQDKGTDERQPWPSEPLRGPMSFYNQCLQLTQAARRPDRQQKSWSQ
PG9 Ab binder = PG9 antibody binding by small molecule. inhibition, % at 6.7 µM. TR-FRET gp120-PG9 antibody binding. hit rate 0.43% among 360,000; in the data active means inhibition above about 8.5%
hcDAF12 agonist = H. contortus DAF-12 activation, primary screen; activation, % at 6.8 µM; hit rate 1.4% among 370,000; AID 652067; HEK293 hcDAF-12 lit1-tk-luc reporter, luminescence; 0% DMSO, 100% Δ7-dafachronic acid;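 active means activation above the mean of all tested compounds plus 3 SD, cut at about 5.5% in these data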;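 further: 100% = response to 3 µM Δ7-dafachronic acid high control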
hgDAF-12 ag = hgDAF-12 agonism, primary luciferase screen. HEK293 GAL4-hgDAF12 UAS-luciferase reporter, agonist luminescence; normalized to butyrate control. activation, % at 6.8 µM. hit rate 1.8% among 370,000;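 active means activation above a cutoff set at the mean of all screened compounds plus 3 SD, cut at about 10% in these data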;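 further: 0% = DMSO wells and 100% = sodium butyrate wells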
* marks the source's active call; other numbers are inactive results; · = no result given.

SMILES | Rev-erbA mod | FXN GAA850 act | DAX1 inh-1 | DAX1 inh-2 | SMARCA2 act | PLCb3 inh | ssDAF12 agonist | sPLA2-III inh | PG9 Ab binder | hcDAF12 agonist | hgDAF-12 ag
COc1ccccc1NC(=O)COC(=O)c1cc(C)oc1C | -3 | 1.9 | 0.6 | -0.8 | 1 | 1 | -1.0 | -6 | -1.3 | 0.0 | 1.0
CCN1CCN(CC(=O)N2N=C(c3cccs3)CC2c2ccc(F)cc2)C(=O)C1=O (stereo not drawn) | -2 | 2.3 | 0.0 | 0.2 | -2 | -18 | -0.4 | 4 | 0.5 | 2.2 | 2.5
CCc1ccc(NCc2cc3c(C)nn(-c4ccccc4)c3[nH]c2=O)cc1 | 3 | -0.4 | -0.4 | -1.4 | -2 | -90 | -1.1 | 12 | 4.0 | 1.9 | -0.5
COc1ccc(CNS(=O)(=O)c2c(C(=O)N3CCCCC3)c(C)n(C)c2C)cc1 | -4 | 0.8 | 0.4 | 0.5 | 2 | -1 | -1.0 | 3 | -1.6 | 2.2 | 0.5
Cc1ccc(C(=O)NC(=S)NNC(=O)COc2ccc([N+](=O)[O-])cc2)cc1 | 0 | 1.2 | 0.7 | -0.7 | 0 | -1 | -0.5 | -7 | -2.0 | 1.5 | 2.8
O=C(CCNC(=O)c1ccc([N+](=O)[O-])cc1)N/N=C/c1ccc(F)cc1 | 9 | 0.0 | 0.0 | 1.6 | -1 | 1 | -0.8 | 0 | -0.9 | 0.2 | -2.6
COc1ccc(F)cc1-c1cc(C(=O)Nc2ccc(NC(C)=O)cc2)[nH]n1 | 5 | 1.3 | -0.3 | · | 3 | 2 | -2.0 | -2 | 2.9 | -1.4 | 1.8
Cn1c(N2CCCC2)nc2c1c(=O)n(Cc1ccc(Cl)cc1)c(=O)n2C | -4 | 0.7 | -0.7 | -0.1 | -3 | 4 | -0.9 | -3 | 0.0 | -1.3 | -0.2
COc1cccc(CC(=O)OCC(=O)NC2CCCCCC2)c1 | -6 | 0.2 | -0.7 | 1.3 | -1 | -5 | -1.0 | -3 | -0.4 | -0.1 | -2.3
O=C(O)C1CCCCC1C(=O)NCc1ccc(Cl)c(Cl)c1 (stereo not drawn) | 0 | 2.8 | 1.2 | -0.1 | 1 | -2 | -1.0 | 0 | 0.7 | 1.5 | 3.1
O=C(OC(C(=O)NCc1ccco1)c1ccc(Cl)cc1)c1cccs1 (stereo not drawn) | -2 | 0.6 | 0.7 | 0.7 | -3 | -6 | -0.9 | -14 | -1.4 | -1.3 | -1.4
CC(C)N1CCC(=O)NC1=O | -1 | -0.1 | 0.2 | -1.0 | 2 | 3 | -1.1 | 6 | 0.5 | 1.6 | -1.6
COc1ccc(S[C@]2(C(=O)N3CCCC3)CC(=O)N(C(=O)CCc3ccccc3)[C@@H]2c2ccc(OC)cc2)cc1 | -2 | · | -1.9 | · | -3 | 0 | -1.1 | -4 | · | -2.4 | 1.3
COc1ccccc1OCCNC(=O)CNC(=O)c1ccc(C(C)(C)C)cc1 | 0 | 2.4 | -1.5 | -1.1 | 2 | -3 | -1.2 | -8 | -0.9 | -0.5 | -1.4
O=C(CN1CCN(S(=O)(=O)c2ccccc2)CC1)Nc1ccc(Cl)c(Cl)c1 | -2 | 0.5 | -0.9 | -1.5 | -4 | -4 | -2.0 | -29 | 0.8 | -2.2 | -5.0
O=C(Nc1nc2ccccc2[nH]1)c1ccc([N+](=O)[O-])cc1 | -2 | 2.5 | 1.8 | 1.4 | 2 | 0 | -0.6 | 10 | 0.0 | 4.2 | 9.3
COCc1cc(=O)[nH]c(SCC(=O)c2ccccc2)n1 | 1 | -0.6 | 0.0 | 0.8 | 1 | -3 | -1.5 | -18 | -0.1 | -0.5 | 1.2
COc1cc(C(=O)NNC(=O)Cc2cccs2)cc(OC)c1OC | 0 | 0.0 | 0.6 | 1.0 | -3 | -2 | -1.2 | -2 | -0.7 | 0.2 | 0.3
CC(=O)Oc1cccc(NC(=O)c2ccc3c(c2)C(=O)N(CC(C)C)C3=O)c1 | 0 | -1.5 | 0.6 | 1.0 | 5 | -2 | 0.3 | -4 | 1.1 | -0.2 | 7.6
CCOC(=O)CN1N=C(c2ccc(C)cc2)CCC1=O | 0 | 2.7 | -0.2 | 2.2 | 2 | 0 | -1.2 | 0 | -0.8 | 2.9 | 2.0
O=C1CC(c2ccccc2)CC2=C1CN(C1CCCCC1)CN2 (stereo not drawn) | 0 | -1.0 | -0.2 | 1.4 | 1 | -9 | -1.8 | 4 | 1.8 | -1.4 | 0.4
CCN(CC)CCN(C(=O)CN1C(=O)CCC1=O)c1nc2cc3c(cc2s1)OCO3 | -2 | -4.0 | 0.6 | -0.4 | -1 | -6 | -2.2 | 0 | 0.5 | -0.3 | 3.4
CCn1nnnc1SCC(=O)Nc1ccc(N(C)C)cc1 | 5 | -0.4 | 0.8 | -0.5 | 7 | -3 | -0.7 | 10 | -3.9 | 0.8 | 3.2
COc1cc(C)ccc1OCCOc1cc(C)ccc1Cl | 1 | -1.0 | -0.4 | 0.5 | 0 | 4 | -1.1 | -2 | 0.9 | -1.7 | 1.4
CC1CCCN(C(=O)c2ccc3nc[nH]c3c2)C1 (stereo not drawn) | 2 | -0.3 | 0.4 | 0.4 | 0 | -1 | -1.3 | 2 | -0.2 | -1.0 | -0.6

An excerpt from above with just PG9 Ab binder, FXN GAA850 act and SMARCA2 act:
Structure	PG9 Ab binder	FXN GAA850 act	SMARCA2 act
O=C(CN1CCN(S(=O)(=O)c2ccccc2)CC1)Nc1ccc(Cl)c(Cl)c1	0.8	0.5	-4
O=C1CC(c2ccccc2)CC2=C1CN(C1CCCCC1)CN2 (stereo not drawn)	1.8	-1.0	1

Carrying on.
SMILES | Rev-erbA mod | FXN GAA850 act | DAX1 inh-1 | DAX1 inh-2 | SMARCA2 act | PLCb3 inh | ssDAF12 agonist | sPLA2-III inh | PG9 Ab binder | hcDAF12 agonist | hgDAF-12 ag
O=C(COc1coc(CN2CCc3ccccc3C2)cc1=O)N1CCOCC1 | 2 | -1.4 | 0.8 | 0.6 | -1 | -4 | -0.5 | 4 | 0.9 | -0.5 | -1.6
Cn1cccc1C(=O)NC(=O)CSc1cccc[n+]1[O-] | 0 | 1.3 | -0.5 | 1.7 | 1 | -5 | -0.9 | 3 | -0.7 | 1.6 | 0.5
COc1ccc(-c2c(C#Cc3ccsc3)c3cc(-c4ccc5c(c4)OCO5)ccc3n2C)cc1 | 21* | -1.3 | 0.0 | 1.5 | 0 | -36 | -0.7 | 4 | 0.3 | -2.0 | 0.8
COCC(=O)N/N=C\c1ccccc1OC/C=C/c1ccccc1 | 4 | 3.6 | 8.1* | 1.3 | 3 | -6 | -0.7 | -2 | -0.2 | 1.4 | 11*
O=C(NC1CC1)c1ccc(CSCc2ccc(Cl)cc2)o1 | 2 | 1.0 | -1.4 | -1.7 | -1 | 0 | -1.5 | -9 | -0.4 | -2.3 | 0.9
COc1ccccc1OCC(=O)N/N=C/c1cccc2cccnc12 | -3 | 1.4 | -2.3 | 0.1 | -2 | -8 | -0.4 | 1 | -1.7 | 0.1 | -0.8
N#CC1=C(S)N(c2ccc(F)cc2)C(c2ccco2)NC1=O (stereo not drawn) | -6 | 0.0 | -0.1 | 0.3 | -4 | -8 | -1.6 | 10 | 0.9 | 0.4 | -2.5
CN1C2=CC=CC=CC2=[N+](C)C12C=CC(=[N+]([O-])[O-])C=C2[N+](=O)[O-] (stereo not drawn) | 11 | 1.2 | -0.4 | 0.2 | -3 | -6 | -0.6 | 0 | -2.0 | -0.3 | -0.2
CCOc1ccc(S(=O)(=O)N2CCC(C(=O)N3CCN(Cc4ccccc4)CC3)CC2)cc1 | 0 | -1.5 | -2.3 | 0.3 | 4 | -1 | -0.9 | -26 | -0.5 | -0.9 | -3.1
CCOC(=O)C1CCCN(S(=O)(=O)c2c(C)noc2C)C1 (stereo not drawn) | -2 | 0.5 | 0.7 | 1.2 | -1 | -6 | -1.0 | 0 | 0.7 | -1.9 | -2.1
COCC1CCN(C(=O)C2CCC(=O)N(C3CCCCCC3)C2)CC1 (stereo not drawn) | -1 | 1.1 | -1.6 | 0.2 | 0 | -1 | -0.9 | 0 | -1.5 | -1.7 | -1.8
CCOC(=O)c1cnc2c(cnn2C)c1Oc1ccc(OC)cc1 | -2 | 3.4 | -0.9 | -0.7 | 1 | -2 | -2.2 | 1 | -0.2 | -0.1 | 1.9
COc1ccccc1NC(=S)NCc1ccc2c(c1)cc(C)n2C | -6 | 1.8 | -0.5 | 3.9 | 0 | 1 | -1.2 | 6 | -1.2 | -0.7 | 3.3
COc1ccc(NC(=O)C(c2cc3c(cc2[N+](=O)[O-])OCO3)N(C)c2ccccc2)cc1 (stereo not drawn) | 0 | 0.6 | -0.2 | -0.6 | 1 | 1 | 0.1 | 2 | 0.4 | -2.6 | -1.7
Cc1cc(/C=C2\SC(=Nc3ccc(N4CCOCC4)cc3)N(C)C2=O)c(C)n1-c1cccnc1 | 1 | 1.3 | 0.9 | 0.3 | -3 | 2 | -0.9 | 6 | -1.6 | -1.0 | 1.5
Cc1cccc(NCc2cccc3ccccc23)n1 | -1 | 1.0 | 0.0 | -0.2 | 1 | -13 | -1.3 | -6 | -1.7 | -0.1 | 2.3
CCN(CC)c1ccc2cc(-c3nnc(-c4ccncc4)o3)c(=O)oc2c1 | 59* | 1.7 | 0.5 | 0.3 | 0 | -136 | -0.8 | -8 | -5.3 | -0.8 | 6.5
Cc1nnc(SCC(=O)Nc2nc(-c3ccccc3)cs2)n1N | 2 | -1.9 | 0.4 | -0.6 | -1 | 0 | -0.1 | -5 | -1.2 | 1.8 | 3.8
Cc1ccc(OCCn2cncn2)c([N+](=O)[O-])c1 | 2 | 1.1 | 0.1 | 0.8 | 0 | -3 | -1.0 | -3 | -2.6 | 0.2 | 1.5
C[C@H](NC(=O)c1cc2cc(Cl)ccc2n1C)C(=O)N1CCC(C(=O)O)CC1 | -2 | 1.3 | 0.1 | 0.6 | 3 | -7 | -0.6 | -3 | -1.4 | -1.2 | -4.1
COc1ccc(Cc2nnc(NC(=O)C3CC(=O)N(c4ccccc4C)C3)s2)cc1OC (stereo not drawn) | -1 | 2.4 | -0.4 | 3.2 | -2 | 2 | -0.5 | -12 | 0.2 | -1.2 | 0.6
CCC(C#CCN1CCCCC1)(CC)OCCC#N | 2 | -0.1 | -0.2 | 2.1 | 0 | 4 | -1.4 | -2 | -0.6 | 0.0 | -0.4
Cc1ccc(NC(=O)CN(C)CC(=O)Nc2ccc(N3CCOCC3)cc2)cc1F | 3 | 1.1 | -0.4 | -0.2 | 1 | -5 | -2.2 | -4 | -0.1 | -2.4 | -0.7
O=C(NCc1cc(Cl)cc(Cl)c1)c1ccc2nc([C@@H]3O[C@H](CO)[C@H](O)[C@H](O)[C@H]3O)[nH]c2c1 | -1 | -0.9 | -0.7 | · | -3 | 0 | -1.0 | -4 | 0.1 | -0.1 | -0.5
CN1CCN(CCC(=O)N/N=C/c2ccccc2F)CC1 | -1 | 0.1 | -0.2 | 1.6 | 3 | -2 | -2.0 | -5 | -1.7 | -0.8 | -0.8
O=C(Cn1c(C(=O)N2CCN(C3CCCC3)CC2)cc2sccc21)c1ccccc1 | 3 | -5.6 | -0.9 | 0.2 | -1 | 1 | -1.6 | -16 | -1.1 | 0.9 | -1.9

Assay outcomes from PubChem.
